Pf growth 48h: Primary qHTS for delayed death inhibitors of the malarial parasite plastid, 48 hour incubation; P. falciparum luciferase growth in erythrocytes, 48 h; Potency, µM (doses to about 28.7 µM), without a hit: at the highest dose activity change, negative = inhibition, usual class: inhibitors; actives 5.9% (n = 310,000); AID 504832, 2011; further: potency means the concentration at half of the fitted maximal effect; on the % scale 0 is the no-effect control and ±100 the full control effect
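In quantitative HTS format, infected erythrocytes bearing luciferase-reporter parasites were treated for a single generation at 37 C. Luminescence after adding detection reagent served as the growth measure.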
Cycloheximide cs: Cycloheximide Counterscreen for Small Molecule Inhibitors of Shiga Toxin | max response, % | AID 2314, 2010 | cell reporter, cycloheximide protein synthesis inhibition counterscreen | actives 12% (n = 300,000); in the data active means max response mostly above about 13%, no sharp cut-off; inactive means mostly below about 14%; further: read at 38.3 µM for the half of the compounds with a filed dose; 0% is about no effect
FBPA Giardia inh: qHTS Assay for Inhibitors of Fructose-1,6-bisphosphate Aldolase from Giardia Lamblia. A8B2U2. purified Giardia FBPA. Potency, µM (titrated, usually from 59.6 µM), for the others: at the highest dose activity, negative = inhibition, hits mostly inhibitors. actives 0.71% (n = 290,000); further: potency means the concentration at half of the fitted maximal effect; on the % scale 0 is the no-effect control and ±100 the full control effect; nearly all actives have a fitted effect of over 55% in size
Target sequence (A8B2U2 whole entry, looked up): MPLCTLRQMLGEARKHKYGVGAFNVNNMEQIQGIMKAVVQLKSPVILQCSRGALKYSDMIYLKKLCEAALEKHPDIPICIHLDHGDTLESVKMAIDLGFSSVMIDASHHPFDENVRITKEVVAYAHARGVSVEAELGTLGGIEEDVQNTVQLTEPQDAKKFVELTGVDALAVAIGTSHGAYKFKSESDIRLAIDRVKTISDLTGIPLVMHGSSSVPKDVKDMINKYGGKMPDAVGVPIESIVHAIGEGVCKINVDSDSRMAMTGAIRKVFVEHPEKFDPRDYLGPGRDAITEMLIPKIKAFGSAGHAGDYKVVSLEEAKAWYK
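Giardia FBPA (40 nM reagent) was preincubated 10 min at RT with compound (up to 57.5 uM final), then substrate plus GAPDH/TPI/NAD/arsenate coupling system with diaphorase/resazurin was added; resorufin fluorescence (525/598 nm) was read after 20 min.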
Pf growth 96h: Primary qHTS for delayed death inhibitors of the malarial parasite plastid, 96 hour incubation; P. falciparum luciferase reporter growth, 96 h; Potency, µM (titrated, usually from 28.7 µM), for inactives: at the highest dose activity change, negative = inhibition, actives largely listed as inhibitors; actives 6.9% (n = 320,000); AID 504834, 2011; further: potency means the concentration at half of the fitted maximal effect; on the % scale 0 is the no-effect control and ±100 the full control effect
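Delayed-death screen, second-generation endpoint: infected erythrocytes, 2% hematocrit, 0.05% parasitemia final; 96 hours at 37 C, 5% CO2; luciferase detection reagent; luminescence decrease equals reduced growth.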
Shiga toxin inh: A qHTS for Small Molecule Inhibitors of Shiga Toxin. Vero cells, Shiga toxin protein synthesis inhibition reporter. inhibition, % at 38.7 µM. actives 9.2% (n = 290,000). AID 2315, 2010; in the data active means inhibition mostly above about 28%, no sharp cut-off; inactive means mostly below about 43%; further: 0% is about no effect
Sm TGR inh: qHTS Assay for the Inhibitors of Schistosoma Mansoni Peroxiredoxins; actives 3% (n = 360,000); purified TGR, DTNB reduction, TNB absorbance 405 nm; Potency, µM (top dose mostly 114 µM), for inactives: at the highest dose activity change, negative = inhibition, hits mostly inhibitors; Schistosoma mansoni thioredoxin glutathione reductase (TGR), Q962Y6; AID 485364, 2010; further: potency means the concentration at half of the fitted maximal effect; on the % scale 0 is the no-effect control and ±100 the full control effect; nearly all actives have a fitted effect of over 60% in size
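First, TGR (20 nM dispensed) and NADPH were mixed with compound. Second, a 15 min room-temperature incubation followed. Third, further NADPH and then DTNB were added to start the reaction. Finally, TNB absorbance was monitored kinetically.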
* marks the source's active call; other numbers are inactive results; i = inactive; ? = inconclusive; · = no result given; & = joins results of further samples; [ ] = dose if it differs, or a comment. Unless noted, the call rests on the fitted dose curve; in most records, active means well fitted curve in the direction sought with a large enough effect; inconclusive means small, poorly fitted or top-dose-only effect, or another doubt; inactive means no such curve, though single readings can be large; an effect the other way counts as inactive or inconclusive.

SMILES	Pf growth 48h	Cycloheximide cs	FBPA Giardia inh	Pf growth 96h	Shiga toxin inh	Sm TGR inh
CCS(=O)(=O)Nc1ccc(C(=O)NCCSc2ccccc2)cc1	0.0%	30.0*	9.8%	?	79.2*	-20.7%
Cc1ccc(N2C(=O)[C@@H]3C(c4cccnc4)=NO[C@@H]3C2=O)cc1	21.5%	7.4	7.0%	50.7%[activator]	-2.9	7.94µM*
CC1CCCC(NC(=O)c2ccc3snnc3c2)C1C (configuration not stated)	30.9%[activator]	8.3	2.5%	20.3%	2.1	-10.9%
Cc1cccc(NC(=O)CCNS(=O)(=O)c2ccc(Cl)cc2)c1	26.9%	-2.8	4.7%	2.0%	3.7	-13.0%
COc1ccc(C(=O)COC(=O)C(CCCCN2C(=O)C3C4C=CC(C4)C3C2=O)N2C(=O)C3C4C=CC(C4)C3C2=O)cc1 (configuration not stated)	?	-3.4	-0.7%	-104.2%	12.4	?
O=C(NN=C(Cc1ccccc1)Cc1ccccc1)c1ccccc1F	7.1%	37.5*	-3.6%	22.8%	90.7*	-8.7%
Cc1ccc(-n2c(SCC(=O)N(C)C3CCS(=O)(=O)C3)nc3ccccc3c2=O)cc1 (configuration not stated)	-5.3%	7.8	-6.8%	?	-11.4	9.5%
CCOc1ccc(S(=O)(=O)N2CCN(CC(O)COc3cccc([N+](=O)[O-])c3)CC2)cc1 (configuration not stated)	?	-2.0	1.7%	?	-3.3	-16.4%
CCCCNC(=O)c1onc(CSc2ccc(C)c(C)c2)c1C(=O)O	0.6%	-2.6	17.8%	-6.4%	-17.7	0.0%
NC(=O)c1ccc(Oc2ccc(Cl)c3ccccc23)c([N+](=O)[O-])c1	12.6%	-2.4	-0.9%	12.1%	-5.0	-17.2%
COc1ccc(-c2coc3cc(OC)cc(OC)c3c2=O)cc1	96.9%[activator]	34.2*	-0.4%&0.3%	128.7%[activator]	49.0*	4.5%
CCOC(=O)/C(=N\Nc1ccccc1)P(=O)(c1ccccc1)c1ccccc1	?	2.6	11.5%	-0.1%	-5.5	75.6%[activator]
Cc1cc(C2C(C#N)=C(N)OC3=C2C(=O)CC(C)(C)C3)c(C)s1 (configuration not stated)	-9.4%	-3.5	·	2.6%	-25.6	-4.0%
CSc1ccc(/C=C/C(=O)Nc2ccccc2)cc1	127.3%[activator]	8.3	-3.9%	-105.0%	15.9	-3.4%
CCc1ccc(OCC(=O)N/N=C(\C)c2ccc(O)cc2O)cc1	0.0%	-2.4	19.0%	0.0%	-9.6	23.7%
COC(=O)c1cc(S(=O)(=O)N2CCCC(C)C2)c[nH]1 (configuration not stated)	27.2%	-1.3	7.1%	?	-8.9	-1.6%
COc1ccc(CN2CCNC(=O)C2CC(=O)NCC2CCOCC2)cc1C (configuration not stated)	0.1%	-1.8	-17.7%	6.2%	-4.1	?
CCOc1cc(CNCCO)cc(Br)c1OCc1cccs1	?	-1.1	0.2%	?	-16.0	4.0%
O=C(Nc1ccc2c(c1)OCO2)C1CCN(S(=O)(=O)c2ccc3c(c2)OCCO3)CC1	?	-1.4	-3.4%	30.4%[activator]	15.8	0.5%
CCSc1nc2sc3c(c2c(=O)n1-c1ccccc1C)CCN(C)C3	5.22µM*	-5.3	-22.7%	1.47µM*	-13.9	?
Cc1ccc(-n2c(COc3ccccc3)n[nH]c2=S)cc1	-15.7%	1.5	9.8%	-2.1%	13.9	16.6%
CC(CN1CCN(C)CC1)OC(=O)c1cccc(F)c1 (configuration not stated)	7.4%	-2.2	?	?	·	0.6%
CC(C)(C)C1CCC(OC(=O)CCC(=O)Nc2ccccc2)CC1 (configuration not stated)	-24.4%	4.1	-0.6%	?	0.1	-3.9%
O=C(Cn1cnc2c(nnn2Cc2ccc(F)cc2)c1=O)OCc1ccccc1	26.2%	-1.5	0.9%	52.1%[activator]	1.9	0.3%
Cc1ccc(NC(=O)c2nc[nH]c2C(=O)NCC(=O)OC(C)(C)C)cc1	2.7%	-3.4	-17.0%	12.4%	-4.1	1.8%
COC(=O)c1ccccc1S(=O)(=O)N(Cc1cc2cc3c(cc2[nH]c1=O)OCO3)C1CCCCC1	8.28µM*	11.0	-4.6%	11.1%	-9.1	-15.6%
O=C(c1cc2cc(F)ccc2[nH]1)N1CCN(c2cccc(Cl)c2)CC1	8.1%	-1.4	2.0%	34.8%[activator]	-5.8	-9.8%
Cc1cccc(NC(=S)NCc2ccc3c(c2)OCO3)c1	3.2%	-2.5	0.0%	-13.9%	-14.9	-11.8%
CSCC[C@H](NC(=O)[C@H](CC(C)C)NC(=O)[C@@H]1CCCN1C(=O)[C@H](Cc1ccccc1)NC(=O)[C@H](Cc1ccccc1)NC(=O)[C@@H]1CCC(=O)N1)C(N)=O	·	-2.5	-0.1%	·	-3.8	·
CCn1c(=O)c([N+](=O)[O-])c(Cl)c2ccccc21	8.7%	8.2	-3.1%	?	-13.4	0.794µM*

Copied from the list:
In Sm TGR inh, `Cc1cccc(NC(=O)CCNS(=O)(=O)c2ccc(Cl)cc2)c1` shows -13.0%
In Pf growth 48h, `CC(CN1CCN(C)CC1)OC(=O)c1cccc(F)c1` (configuration not stated) shows 7.4%

Continuation.
SMILES	Pf growth 48h	Cycloheximide cs	FBPA Giardia inh	Pf growth 96h	Shiga toxin inh	Sm TGR inh
CC1(C)Cc2c(c(-c3ccco3)nc3sc4c(NCCCO)ncnc4c23)CO1	?	1.6	-17.9%	4.15µM*	7.7	2µM*
O=C(CN1CCN(C(=O)c2cncn2-c2ccc(F)cc2)CC1)Nc1ccccc1C(F)(F)F	?	·	·	-21.5%	·	2.9%
CN(C)CC(CCCCC(CN(C)C)C(=O)c1ccccc1)C(=O)c1ccccc1 (configuration not stated)	?	-2.2	-9.4%	?	11.9	-16.6%
COc1ccc(Nc2nc(C)cc(=O)[nH]2)cc1	12.5%	10.7	-21.5%	?	-10.2	13.3%
CCOc1ccc(/C=C/C(=O)OCC(=O)c2ccccc2OC)cc1OC	?	·	·	?	·	-12.6%
CC(C(=O)NCCCc1ccccc1)c1ccc([N+](=O)[O-])cc1 (configuration not stated)	?	4.7	-1.3%	49.5%[activator]	9.4	1.0%
CCOC(=O)c1cn(-c2ccc(F)c(F)c2)c2c(F)c(F)c(F)c(F)c2c1=O	6.8%	6.5	3.8%	-0.8%	-0.7	-3.6%
Cn1c(CCNS(=O)(=O)c2ccccc2)nnc1SCc1cccnc1	12.9%	-2.0	3.6%	23.3%	20.6	-8.9%
COC(=O)c1ccc(COc2cc(C)cc3oc(=O)c4c(c23)CCCC4)o1	?	9.5	-0.1%	50.0%[activator]	-1.2	-3.2%
C=CCSc1nnc(Cc2cc(=O)[nH]c(=O)[nH]2)n1-c1cc(C)ccc1C	?	7.8	-6.8%[12.9 µM]	20.6%	-0.5	22.4µM*
CCc1cc(C(=O)Nc2ccc(C)cc2Br)cs1	i	57.3*	-14.9%	·	71.5*	15.0%
O=C1CCN(CCc2ccccc2)CCN1[C@H](COc1ccccc1)c1ccccc1	-44.9%	-1.2	3.5%	?	9.8	-5.9%
Cc1cccc(OCC(=O)Nc2ccc(C(=O)c3ccc(C(=O)O)cc3)cc2)c1	-20.5%	-0.8	2.8%	-1.6%	3.7	-18.5%
CC(C)(C)NC(=O)CSc1nncn1NCc1c(Cl)cccc1Cl	-3.1%	1.2	-0.9%	?	23.3	2.0%
Nc1cccc(O)c1	-10.7%	·	·	?	·	7.08µM*

Part of the list above, reduced to FBPA Giardia inh:
smiles	FBPA Giardia inh
CCc1cc(C(=O)Nc2ccc(C)cc2Br)cs1	-14.9%
CC(C)(C)NC(=O)CSc1nncn1NCc1c(Cl)cccc1Cl	-0.9%

New compounds follow:
SMILES	Pf growth 48h	Cycloheximide cs	FBPA Giardia inh	Pf growth 96h	Shiga toxin inh	Sm TGR inh
CCC(=O)c1c[nH]c(C(=O)NCc2ccccc2OC)c1	-0.8%	-3.7	8.9%	5.7%	-11.3	0.6%
O=c1c2c(nc3nc(NCc4cccc5ccccc45)[nH]n13)CCC2	32.4%[activator]	-7.2	-4.2%	29.9%	-15.8	-15.2%
Cc1nc2ccccc2cc1C(=O)NCc1ccco1	0.6%	-2.7	5.7%	4.2%	-0.4	0.0%
COCc1nc(-c2ccc(-c3ccc(C)cc3)nc2OC)no1	57.8%[activator]	33.0*	-2.2%	?	115.9*	-71.1%
CCCc1nc2scc(-c3ccc(C)cc3)c2c(=O)n1N	12.2%	25.8	0.6%	·	44.2	29.3%
Cc1ccc(-n2c(SCC(=O)Nc3ccc(C(=O)O)cc3)nnc2-c2ccncc2)cc1	9.3%	9.2	10.1%	19.9%	9.5	-17.3%
Cc1ccc(OCC(=O)c2cc(C)n(-c3cc(C)on3)c2C)c([N+](=O)[O-])n1	?	·	·	?	·	?
Cc1cc(C(=O)Nc2ccc(Cl)c(S(=O)(=O)N3CCOCC3)c2)c2ccccc2n1	?	·	·	?	·	-8.8%
O=c1[nH]c(NCCO)nnc1Cc1ccc(Cl)cc1	4.9%[0.00184 µM]	-3.8	4.3%	28.5%	-8.4	-3.1%
Cc1ccccc1C(=O)NC1CCN(CC(=O)N2CCCCC2C)CC1 (configuration not stated)	16.5%	-3.9	·	-16.4%	-3.6	-11.7%
O=P(O)(O)C(O)C(F)(F)C(F)(F)C(F)(F)C(F)F (configuration not stated)	4.4%	10.1	?	96.9%[activator]	-1.0	0.2%
O=C1CCC(C(=O)OC(C(=O)Nc2cc(Cl)cc(Cl)c2)c2ccccc2)=NN1 (configuration not stated)	?	·	·	?	·	0.8%
CCS(=O)(=O)N1Cc2ccccc2CC1C(=O)Nc1ccc(OC)c(OC)c1 (configuration not stated)	-14.3%	-3.1	-2.5%	-6.5%	-9.0	-23.5%
Cc1cc(=O)oc2cc(OCC(=O)OCC(=O)NCc3ccc4c(c3)OCO4)ccc12	0.0%	-2.4	3.9%	-5.3%	-9.3	-4.5%
O=C(Nc1ccc(N2CCOCC2)c(Cl)c1)c1ncn[nH]1	?	46.5	-3.0%	·	27.7	14.5%
Cn1nnnc1SCC(=O)NC(=O)c1cccc([N+](=O)[O-])c1	18.4%	-2.6	5.0%	83.6%[activator]	-5.3	-12.3%
CCCCC(CC)CNC(=O)CCCCn1c(=O)[nH]c2ccsc2c1=O (configuration not stated)	-8.6%	3.7	5.6%	?	-6.3	-1.1%&5.0%
COc1ccccc1NC(=O)COC(=O)c1cnc(C)cn1	9.5%	-1.1	-4.0%	61.3%[activator]	-11.5	·
Cc1[nH]c2ccccc2c1/C=N/Nc1nc2ccccc2[nH]1	?	43.4*	17.7µM*	2.6%	112.2*	11.6%
COc1cc(C(=O)O/N=C2/C=CC(=O)C(C)=C2C)cc(OC)c1OC	49.0%[activator]	-3.1	3.97µM*	?	-0.9	-31.4%
Cc1ccc(-c2nc(N)sc2CC(=O)OCC(=O)NCCC(C)C)cc1	3.9%	1.0	2.5%	6.5%	12.3	-23.0%
CCOC(=O)C1CCCN(Cc2cc(Br)ccc2OC)C1 (configuration not stated)	-11.0%	6.2	-19.3%	·	-2.4	2.8%
O=S(=O)(N1CCCCC1)N1CCN(c2ccc(F)cc2)CC1	2.1%	1.4	5.4%	54.5%[activator]	-7.0	-1.6%
Cc1c(C(=O)N2CCN(c3ccc([N+](=O)[O-])cc3)CC2)oc2ccccc12	?	·	·	?	·	-0.6%

Screens deposited in PubChem by National Center for Advancing Translational Sciences (NCATS).
